HPDE-C7 cytotoxicity: cytotoxicity in HPDE-C7 cells, cell-based, fluorescence, HTS (AID 430). 63,000 tested, 1.8% active. HPDE-C7 pancreatic duct cells viability, fluorescence; higher % means a stronger effect. cytotoxicity, % at 10 µM, or EC50 in µM where a hit was titrated;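 note: cells exposed to compound for 48 hours before viability readout; 0% = vehicle and 100% = reference cytotoxic drug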
Spn PMK inh: S. pneumoniae PMK inhibitors, primary screen, biochemical, mevalonate pathway, pilot trial included | phosphomevalonate kinase (Streptococcus pneumoniae D39) | purified PMK, PK/LDH-coupled NADH absorbance 340 nm | inhibition, % at 10 µM | 65,000 tested, 0.49% active | AID 539, 2006;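 active = top-ranked compounds by inhibition in the single 10 µM screen, taking a fixed number of the strongest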;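 note: 0% = full reaction with DMSO carrier and 100% = background rate without enzyme reaction; no value below 0 was filed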
Alkaline phosphatase: human TNAP enzyme inhibitors, biochemical, luminescent (AID 518). Alkaline phosphatase, tissue-nonspecific isozyme (Homo sapiens). inhibition, % at 20 µM; hits with a dose series show IC50 in µM. 64,000 tested, 0.09% active. purified TNAP enzyme, luminescent substrate readout; higher % means a stronger effect; in the data active = a potency from the dose series; inactive = the rest, 99 in 100 with inhibition below about 22%;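 note: plate controls were vehicle for no effect and reference inhibitor for full effect; many of its hits are not listed in these tables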
Bfl-1 inhibitors: Bfl-1 inhibitors, primary screen, biochemical, fluorescence polarization, FITC-Bid, mouse (AID 432); 64,000 tested, 0.02% active; Bcl-2-related protein A1 (Mus musculus); displacement, % at 20 µM; hits with a dose series show IC50 in µM; FITC-Bid BH3 peptide fluorescence polarization displacement; higher % means a stronger effect; in the data active = a potency from the dose series; inactive = the rest, 99 in 100 with displacement below about 15%; note: strong numbers were not always called active
HPDE-C7K KRASV12: cytotoxicity in KRAS-transformed pancreatic duct cells, primary screen, cell-based, fluorescence, HTS (AID 431); HPDE-C7K KRASV12 cells, Alamar Blue viability, 48 h; higher % means a stronger effect; cytotoxicity, % at 10 µM, or EC50 in µM where a hit was titrated; 63,000 tested, 1.7% active;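 active = compounds whose percent cytotoxicity in the single-dose primary screen, scaled between solvent and toxic-drug controls, exceeds 50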;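 note: 0% = DMSO solvent wells and 100% = doxorubicin-treated wells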
DPM-DC inhibit: S. pneumoniae DPM-DC inhibitors, primary screen, biochemical, PK/LDH-coupled NADH fluorescence; diphosphomevalonate decarboxylase (Streptococcus pneumoniae D39); purified DPM-DC; calls only at 10 µM; 65,000 tested, 0.49% active; AID 556, 2006;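 active = the 320 compounds with the highest percent inhibition in the single-dose primary screen, excluding strongly autofluorescent ones, cut at about 32% in these data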;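 note: kinetic rate of NADH fluorescence loss reporting ADP formed by the decarboxylase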
LYP inhibition: LYP phosphatase inhibitors, primary screen, biochemical, DiFMUP fluorescence, recombinant catalytic domain, 10 µM (AID 606) | recombinant LYP catalytic domain, DiFMUP fluorescence; higher % means a stronger effect | one-dose inhibition, % at 10 µM; IC50 in µM for titrated hits | 52,000 tested, under 10 active;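 active = IC50 under 40 µM in the dose-response test; inactive = IC50 of 40 µM or more, or never dose-tested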
HT1080 viability: cytotoxicity in HT1080 fibrosarcoma cells, cell-based, fluorescence readout (AID 620); HT1080 viability, fluorescence; higher % means a stronger effect; cytotoxicity, % at 10 µM, or EC50 in µM where a hit was titrated; 87,000 tested, 0.42% active;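 note: cells exposed to compound overnight then 4 h with Alamar Blue; 0% = vehicle DMSO and 100% = killing control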
MK inhibit: S. pneumoniae MK inhibitors, primary screen, biochemical, PK/LDH-coupled NADH absorbance. mevalonate kinase [Streptococcus pneumoniae D39]. purified MK, PK/LDH-coupled NADH absorbance 340 nm. inhibition, % at 10 µM. 65,000 tested, 0.48% active;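 active = ranked among the strongest by inhibition in the single 10 µM screen, a fixed top-ranked set picked for dose follow-up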; note: no value below 0 was filed
Spn PMK inh pilot replicates: further read-out of Spn PMK inh, marked with its call; inhibition, %; measured here: pilot screen replicates
MK inhibit pilot replicates: also measured in MK inhibit; calls as there; inhibition, %; measured here: pilot screen replicates
DPM-DC inhibit pilot screen %: recorded beside DPM-DC inhibit, whose call it bears; inhibition, %; measured here: pilot screen trials
* hit, by the source's call; i = inactive; · = no result given; + = active, no number; [ ] = another dose, or the depositor's remark. Cut-off read from the data, not from the text of the source, unless noted: active = cytotoxicity above about 50%; inactive = the rest. Compounds were not picked by outcome. Share with any hit: about 3.4%.

The first six compounds (preview)
SMILES	HPDE-C7 cytotoxicity	Spn PMK inh	Alkaline phosphatase	Bfl-1 inhibitors	HPDE-C7K KRASV12	DPM-DC inhibit	LYP inhibition	HT1080 viability	MK inhibit	others
CCCn1c(C)nc2c(c1=O)c1nc3ccccc3nc1n2CCc1ccccc1	14%	0	13%	1%	11%	·	-14%	3%	0	Spn PMK inh pilot replicates=4.0;MK inhibit pilot replicates=4.0
CCN(CCNC(=O)C1CCN(S(C)(=O)=O)CC1)c1ccccc1	0%	16	10%	0%	-5%	i	-22%	4%	0	Spn PMK inh pilot replicates=4.5;MK inhibit pilot replicates=1.0;DPM-DC inhibit pilot screen %=1.5
CSc1[nH]c(=O)c(C(=O)O)cc1C#N	-15%	1	9%	-1%	0%	i	15%	5%	6
COC(=O)c1cc2sc(Cl)cc2n1CC(=O)N1CCCc2ccccc21	9%	7	6%	-3%	-2%	i	0%	-2%	6
ON1C2CCCCC2N(O)C1c1c(F)c(F)c(F)c(F)c1F (stereo not drawn)	7%	0	12%	4%	-9%	i	13%	-6%	3	Spn PMK inh pilot replicates=3.0;MK inhibit pilot replicates=0.0;DPM-DC inhibit pilot screen %=0.5
Cc1csc(NC(=O)CSc2nnc(-c3ccccn3)n2-c2ccc(C)c(C)c2)n1	-23%	0	1%	0%	-13%	i	·	-21%	5

The list itself, from the start:
SMILES	HPDE-C7 cytotoxicity	Spn PMK inh	Alkaline phosphatase	Bfl-1 inhibitors	HPDE-C7K KRASV12	DPM-DC inhibit	LYP inhibition	HT1080 viability	MK inhibit	others
CCCn1c(C)nc2c(c1=O)c1nc3ccccc3nc1n2CCc1ccccc1	14%	0	13%	1%	11%	·	-14%	3%	0	Spn PMK inh pilot replicates=4.0;MK inhibit pilot replicates=4.0
CCN(CCNC(=O)C1CCN(S(C)(=O)=O)CC1)c1ccccc1	0%	16	10%	0%	-5%	i	-22%	4%	0	Spn PMK inh pilot replicates=4.5;MK inhibit pilot replicates=1.0;DPM-DC inhibit pilot screen %=1.5
CSc1[nH]c(=O)c(C(=O)O)cc1C#N	-15%	1	9%	-1%	0%	i	15%	5%	6
COC(=O)c1cc2sc(Cl)cc2n1CC(=O)N1CCCc2ccccc21	9%	7	6%	-3%	-2%	i	0%	-2%	6
ON1C2CCCCC2N(O)C1c1c(F)c(F)c(F)c(F)c1F (stereo not drawn)	7%	0	12%	4%	-9%	i	13%	-6%	3	Spn PMK inh pilot replicates=3.0;MK inhibit pilot replicates=0.0;DPM-DC inhibit pilot screen %=0.5
Cc1csc(NC(=O)CSc2nnc(-c3ccccn3)n2-c2ccc(C)c(C)c2)n1	-23%	0	1%	0%	-13%	i	·	-21%	5
NC(=O)c1ccccc1N/C=C/C(=O)c1ccccc1	4%	9	10%	-7%	4%	i	10%	5%	0
CCOC(=O)c1ccccc1NC(=O)c1cccs1	-6%	4	13%	-5%	-13%	i	·	3%	7
COc1ccc(-c2noc(-c3ccco3)n2)cc1OC	6%	0	3%	4%	8%	i	1%	1%	0
OCC#Cc1cnc2ccccc2c1	-6%	10	4%	-8%	-12%	i	1%	-1%	10
O=C(CN1CCCCC1)Nc1cccc(-n2cnnn2)c1	-2%	1	5%	-8%	2%	i	-19%	16%	8
C=CCn1c(C)cc(C(=O)COc2nncc3ccccc23)c1C	7%	8	12%	0%	1%	i	·	3%	6
CC(=O)N(c1cccc(Br)c1)C1C=CS(=O)(=O)C1 (stereo not drawn)	-5%	0	3%	-8%	-2%	i	3%	2%	7
CCOc1ccccc1-n1c(SCC(N)=O)nnc1-c1ccc(O)cc1	-13%	14	1%	8%	-8%	i	10%	-15%	10
CN(C(=O)CSc1nc2c(c(=O)[nH]1)CCCC2)C1CCCCC1	-5%	5	9%	-3%	-4%	i	-4%	-4%	0	Spn PMK inh pilot replicates=0.0;MK inhibit pilot replicates=1.5;DPM-DC inhibit pilot screen %=0.0
COc1ccc(CCn2c(=O)[nH]c3cc(C(=O)NCCCN4CCOCC4)ccc3c2=O)cc1OC	-12%	5	4%	-4%	-7%	i	-1%	-2%	7
CCCc1ccc(C(=O)N2CCN(c3ccccc3OCC)CC2)cc1	-22%	9	22%	0%	-16%	i	14%	-4%	8
CCOC(=O)c1cc(NC(=O)SCC(=O)O)c(C)nc1C	16%	1	20%	4%	12%	i	3%	-1%	9	Spn PMK inh pilot replicates=7.5;MK inhibit pilot replicates=0.0;DPM-DC inhibit pilot screen %=3.0
CN(C(=O)COc1ccccc1)c1nnc(-c2cccnc2)s1	-13%	4	7%	-2%	3%	i	1%	24%	4
Cc1ccc(N(CC(=O)NC2CC3CCC2C3)S(C)(=O)=O)cc1C (stereo not drawn)	-11%	0	6%	-3%	5%	i	10%	4%	11
CCc1c(C)[nH]c(=S)c(C#N)c1C	9%	6	6%	-2%	3%	i	3%	-12%	12
Cc1c2cnn(-c3ccccc3)c(=O)c2c(C)n1CCCC(=O)N1CCN(c2ncccn2)CC1	·	17	4%	-8%	·	i	17%	9%	0
CCCCOc1ccc(-c2ncc(C(=O)OCC)c(N)n2)cc1	-38%	0	12%	-5%	-9%	i	-3%	-2%	16	Spn PMK inh pilot replicates=1.0;MK inhibit pilot replicates=0.0;DPM-DC inhibit pilot screen %=0.0
NS(=O)(=O)c1ccc(CCNC(=O)C2CCCCN2S(=O)(=O)c2ccccc2)cc1 (stereo not drawn)	-15%	9	9%	-8%	-7%	i	12%	10%	0
COc1ccc(N2CCN(C(=O)c3ccc4nc(N5CCCCC5)sc4c3)CC2)cc1	-7%	13	-4%	-1%	4%	i	7%	-6%	0
COc1ccc(Br)c(C(=O)Nn2c(C)nc3ccccc3c2=O)c1	3%	12	2%	6%	-2%	i	-2%	5%	0
CCCc1[nH]nc2c1C(c1ccccc1OC)C(C#N)=C(N)O2 (stereo not drawn)	5%	15	5%	-1%	-3%	i	·	-1%	7
Cn1cc(S(=O)(=O)N2CCN(c3cccc(C(F)(F)F)c3)CC2)c(=O)n(C)c1=O	-10%	3	0%	-9%	-8%	i	9%	·	7
Nc1ccc(S(=O)(=O)Nc2ccccn2)cc1	-4%	0	17%	0%	2%	i	1%	0%	7	Spn PMK inh pilot replicates=2.0;MK inhibit pilot replicates=3.0;DPM-DC inhibit pilot screen %=1.0
O=S(=O)(Nc1ccc(-c2nc3cccnc3s2)cc1)c1cccs1	26%	14	-3%	-5%	12%	·	·	-7%	5

5 compounds picked at random from those above, as already listed:
SMILES	HPDE-C7 cytotoxicity	Spn PMK inh	Alkaline phosphatase	Bfl-1 inhibitors	HPDE-C7K KRASV12	DPM-DC inhibit	LYP inhibition	HT1080 viability	MK inhibit	others
CSc1[nH]c(=O)c(C(=O)O)cc1C#N	-15%	1	9%	-1%	0%	i	15%	5%	6
COC(=O)c1cc2sc(Cl)cc2n1CC(=O)N1CCCc2ccccc21	9%	7	6%	-3%	-2%	i	0%	-2%	6
CN(C(=O)COc1ccccc1)c1nnc(-c2cccnc2)s1	-13%	4	7%	-2%	3%	i	1%	24%	4
Cn1cc(S(=O)(=O)N2CCN(c3cccc(C(F)(F)F)c3)CC2)c(=O)n(C)c1=O	-10%	3	0%	-9%	-8%	i	9%	·	7
Cc1csc(NC(=O)CSc2nnc(-c3ccccn3)n2-c2ccc(C)c(C)c2)n1	-23%	0	1%	0%	-13%	i	·	-21%	5

Going on with the list:
SMILES	HPDE-C7 cytotoxicity	Spn PMK inh	Alkaline phosphatase	Bfl-1 inhibitors	HPDE-C7K KRASV12	DPM-DC inhibit	LYP inhibition	HT1080 viability	MK inhibit	others
CCCCNc1cc(=O)n(C)c(=O)[nH]1	6%	10	3%	-2%	8%	i	1%	1%	7
Cc1ccc2cc(CN(CC3CCCO3)S(=O)(=O)c3c(C)ccc4nsnc34)c(=O)[nH]c2c1 (stereo not drawn)	·	3	12%	1%	·	i	1%	-13%	0
O=C(COc1ccc(S(=O)(=O)N2CCCCC2)cc1)N1CCCCCC1	-25%	2	12%	-5%	-17%	i	13%	-4%	0
N#Cc1cc2c(=O)n3ccccc3nc2n(CCN2CCOCC2)c1=O	-2%	12	11%	0%	-3%	·	·	12%	4
CCOc1cc(NC(=O)c2ccco2)c(OCC)cc1NC(=O)CCc1ccc(OC)cc1	12%	16	16%	2%	13%	+[fluoresces]	-7%	6%	0	Spn PMK inh pilot replicates=0.0;MK inhibit pilot replicates=0.0;DPM-DC inhibit pilot screen %=31*
CCCN(CCC)CCSc1nc(O)c(C(C)C)c(=O)[nH]1	-6%	0	11%	-6%	-7%	i	16%	5%	6
CCOC(=O)c1cnc(SCC(=O)N2CCc3ccccc32)nc1N	-8%	4	12%	-1%	-16%	i	8%	-1%	5
COc1ccc(-c2noc(CCC(=O)NCCCN3CCC(C)CC3)n2)cc1	-3%	5	6%	-12%	0%	i	·	·	0
COCCCN1C(=O)C(=O)/C(=C(/O)c2ccc(OCC(C)C)cc2C)C1c1cccnc1 (stereo not drawn)	-24%	14	10%	0%	-4%	i	-2%	3%	8	Spn PMK inh pilot replicates=0.5;MK inhibit pilot replicates=0.0;DPM-DC inhibit pilot screen %=1.0
Cc1onc(-c2ccccc2)c1C(=O)NCC1CCCO1 (stereo not drawn)	3%	0	14%	2%	-7%	i	5%	-5%	0
Cc1ccc2[nH]c3c(c2c1)CCCC3C(N)=O (stereo not drawn)	10%	10	12%	14%	8%	i	3%	-1%	11
Cc1c(C(=O)NCCN2CCOCC2)sc2nc(-c3ccc(F)cc3)cn12	·	16	·	·	·	i	6%	13%	1
O=C(NCc1ccccc1)c1noc2c1CCCCC2	-8%	13	12%	-3%	-12%	i	6%	-1%	4
COc1ccc(-c2nc(C#N)c(N3CCCCCC3)o2)cc1OC	-2%	16	16%	-1%	-6%	·	·	5%	13
Cc1ccc(NC2=CC(=O)CCC2)cc1C	-10%	0	5%	3%	-4%	i	6%	·	10
COCCCN1CC23C=CC(O2)C(C(=O)O)C3C1=O (stereo not drawn)	-2%	3	6%	2%	5%	i	-4%	-1%	0
CCOC(=O)N1CCC(NC(=O)c2sc(-n3cccc3)nc2C)CC1	-13%	18	14%	1%	-5%	i	-13%	1%	8
COc1cc(CNc2ccc3[nH]c(=O)[nH]c3c2)ccc1OCC(=O)NC(C)(C)C	-2%	13	10%	-3%	-2%	·	8%	9%	5
O=C(NCc1cccs1)c1ccc(Cl)s1	-12%	3	10%	-10%	-8%	i	13%	2%	0
O=C(CN1C(=O)CC(c2ccco2)Sc2ccccc21)Nc1ccc2c(c1)OCCO2 (stereo not drawn)	-8%	1	13%	5%	13%	i	·	·	4	Spn PMK inh pilot replicates=0.0;MK inhibit pilot replicates=1.0;DPM-DC inhibit pilot screen %=0.0
CCOc1ccc(N2C(=O)c3ccccc3C2O)cc1 (stereo not drawn)	-3%	7	10%	-2%	6%	i	-14%	-4%	10
CCCn1nnc(NC(=O)c2cc3ccccc3o2)n1	-6%	8	5%	0%	-13%	i	3%	2%	6

From PubChem BioAssay
